# Screening data from PubChem BioAssay.
# TDP1 cell CPT: DT40-hTDP1 cell growth loss with CPT | chicken DT40 Tdp1-/-;hTDP1 cells + 20 nM CPT, ATP luminescence, 48 h | Potency, µM (top dose mostly 46.2 µM), without a hit: at the top dose activity change, negative = growth inhibition, actives largely listed as inhibitors | 420,000 tested, 12% active; also: nearly all actives have a fitted effect of over 55% in size
#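 Chicken DT40 Tdp1-/- cells stably complemented with human TDP1 were seeded at 400 cells/well in medium containing 20 nM camptothecin, exposed to pin-transferred compounds, and grown at 37 °C for at least 48 hr. Viability was read as ATP luminescence.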
# TDP1 cell noCPT: qHTS for Inhibitors of human tyrosyl-DNA phosphodiesterase 1 (TDP1): qHTS in cells in absence of CPT | Potency, µM (titrated, usually from 46.2 µM), without a hit: top-dose activity change, negative = growth inhibition, actives largely listed as inhibitors | 420,000 tested, 15% active | DT40 Tdp1-/- hTDP1 cells, no CPT, ATP luminescence, 48 h; also: nearly all actives have a fitted effect of over 55% in size
#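 Compound effects on proliferation are scored in DT40 Tdp1-/-;hTDP1 cells in the absence of CPT. ATP levels (CellTiter-Glo luminescence) are recorded after a ≥48 hr, 37 °C incubation.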
# GCN5L2 inh: GCN5L2 (KAT2A) acetyltransferase inhibition. 390,000 tested, 0.21% active. Q92830. GCN5L2 HAT assay, ThioGlo1 CoA-SH fluorescence. Potency, µM (series often up to 58.9 µM), for inactives: top-dose activity change, negative = inhibition, most hits filed as inhibitors
# Target sequence (Q92830 whole entry, looked up): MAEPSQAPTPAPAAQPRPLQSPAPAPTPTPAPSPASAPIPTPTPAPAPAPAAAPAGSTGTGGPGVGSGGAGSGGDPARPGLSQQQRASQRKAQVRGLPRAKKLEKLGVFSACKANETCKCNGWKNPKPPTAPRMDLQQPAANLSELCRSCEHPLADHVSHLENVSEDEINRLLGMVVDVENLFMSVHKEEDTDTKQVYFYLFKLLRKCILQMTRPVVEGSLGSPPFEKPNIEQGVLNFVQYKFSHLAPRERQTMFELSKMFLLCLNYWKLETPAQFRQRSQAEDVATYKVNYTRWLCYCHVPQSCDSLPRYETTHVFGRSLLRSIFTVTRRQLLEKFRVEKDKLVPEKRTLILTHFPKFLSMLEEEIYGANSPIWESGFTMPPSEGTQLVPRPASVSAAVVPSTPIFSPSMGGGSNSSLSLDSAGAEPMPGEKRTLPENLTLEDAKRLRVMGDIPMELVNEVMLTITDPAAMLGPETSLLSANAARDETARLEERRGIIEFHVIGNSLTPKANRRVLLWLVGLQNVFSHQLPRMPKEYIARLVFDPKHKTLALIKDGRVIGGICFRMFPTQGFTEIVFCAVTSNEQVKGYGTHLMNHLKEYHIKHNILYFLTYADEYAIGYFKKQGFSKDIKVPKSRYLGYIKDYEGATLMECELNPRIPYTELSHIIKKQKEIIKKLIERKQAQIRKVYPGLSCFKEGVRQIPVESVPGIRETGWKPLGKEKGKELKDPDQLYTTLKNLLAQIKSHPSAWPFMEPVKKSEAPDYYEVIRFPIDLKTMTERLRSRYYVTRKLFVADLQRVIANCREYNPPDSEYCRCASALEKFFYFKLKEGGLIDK
#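 GCN5L2 (20 nM) in 50mM HEPES pH 7.5, 0.1mM EDTA, 0.01% Tween-20 preincubated 15 min with compounds at room temperature. Reaction started with H3(1-25) 75uM, acetyl-CoA 70uM, ThioGlo1 50uM; CoA-thiol fluorescence (Ex340/Em540) read at 0 and 20 min.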
# The depositor's hits bear a star; ? = inconclusive; . = not tested or not shown; & = joins results of further samples. Calls follow the shape of the dose curve; as a rule, active = well fitted curve in the direction sought with a large enough effect; inconclusive = small, poorly fitted or top-dose-only effect, or another doubt; inactive = no such curve, though single readings can be large; an effect the other way counts as inactive or inconclusive. % is scaled to controls: 0 for no effect and ±100 for the full control effect; potency is read from the fitted curve at half-maximal effect. The list is partial; the hit share may differ from the screen's.
Molecule | TDP1 cell CPT | TDP1 cell noCPT | GCN5L2 inh
O=C(CSc1nnc(Cc2ccccc2)n1-c1cccc(Cl)c1)NNC(=O)Cc1ccccc1 | -5% | -15% | -2%
CN(C(=O)c1ccccc1)c1nccnc1C#N | 19% | -12% | -9%
CC(=O)c1cccc(NC(=O)C2(C)Cc3c(-c4ccccc4)ccnc3O2)c1 (centres undefined) | 23µM* | 23µM* | .
COc1ccc(-c2csc(N3CCC(c4ccccc4)CC3)n2)cc1 | -8% | -11% | 13%
CC1(C)Cc2c(C#N)c(N)n(-c3ccccc3)c(=O)c2CO1 | -3% | -4% | -8%
CCn1cc(S(=O)(=O)Nc2cc(C)ccc2F)cn1 | 1% | 10% | -16%
COc1ccc(N(CCOc2ccccc2)S(=O)(=O)c2ccccc2)cc1 | ? | 16µM* | -4%
CC(=O)c1ccc(NC(=O)CCCC(=O)c2ccccc2)cc1 | -2% | 4% | -14%
FC(F)(F)c1cccc(CNC(=S)Nc2ccccc2)c1 | ? | 16µM* | -8%
Cc1cc(C)cc(NC(=O)CN2C(=O)c3ccccc3Sc3ccc(C(=O)N4CCCC4)cc32)c1 | ? | ? | -3%

# Looked up above.
# Reading for `CN(C(=O)c1ccccc1)c1nccnc1C#N` under TDP1 cell CPT: 19%
# Reading for `COc1ccc(N(CCOc2ccccc2)S(=O)(=O)c2ccccc2)cc1` under GCN5L2 inh: -4%
# Reading for `CC1(C)Cc2c(C#N)c(N)n(-c3ccccc3)c(=O)c2CO1` under TDP1 cell CPT: -3%

# (further entries)
Molecule | TDP1 cell CPT | TDP1 cell noCPT | GCN5L2 inh
OC(COc1ccccc1F)CN1CCC(Cc2ccccc2)CC1 (centres undefined) | ? | ? | -9%
COCCCNC(=O)C1CCC(=O)N1Cc1ccccc1Cl (centres undefined) | 5% | 2% | -2%
O=C(CSc1nnc(NC(=O)c2ccccc2[N+](=O)[O-])s1)NCc1ccco1 | -14% | 0% | -20%
CN1CCN(c2ncc3ncc(=O)n(Cc4ccc(F)cc4)c3n2)CC1 | -10% | -1% | -16%
COc1ccccc1CNc1nc(NCCOc2ccccc2)c2sccc2n1 | 5.8µM* | 5.8µM* | .
COc1ccc(OC)c(NC(=S)NCCC(c2ccccc2)c2ccccc2)c1 | ? | 15µM* | .
NC(=O)C1CCN(C(=S)NCCc2ccccc2)CC1 | 5% | -1% | -8%
CN(C(=O)c1ccc(Cl)cc1)C1=CCCCC1CCC#N (centres undefined) | 19% | ? | 0%
COC(=O)Cc1c(C)c2ccc(OCC(=O)N3CCCC3)c(C)c2oc1=O | ? | -20% | 0%
CC1=C(C(N)=O)C(c2ccc(F)cc2)n2nc(-c3ccccc3Cl)nc2N1 (centres undefined) | 8% | -18% | -3%
O=C(NCC(=O)N1CCN(c2ccccc2F)CC1)c1ccco1 | -6% | -20% | -5%
CCOC(=O)C1(CCCc2ccccc2)CCN(C(=O)c2cnn(CC)c2)CC1 | 26µM* | 18µM* | -12%
C[C@@H]1CCC2[C@](C)(CO)C(O)CC[C@@]2(C)[C@@]12CC[C@](CO)(CCO)O2 (some centres undefined) | 6% | 7% | 0%
CC(C)C(=O)Nc1nc2cc3c(cc2s1)OCO3 | 5.2µM* | 4.6µM* | -14%
COc1ccc(-c2coc3c(C(=O)NCC4CC4)cccc23)c(C)c1 | 6.5µM* | 26µM* | .
Cc1ccc(CNC(=O)CN(c2cc(C)cc(C)c2)S(=O)(=O)c2c(C)noc2C)cc1 | -28% | ? | 1%
CC1CCCN(CC(O)COCc2ccccc2)C1 (centres undefined) | 0% | 0% | 1%
O=C(CNC(=O)c1ccc(Cl)cc1Cl)OCCOc1ccccc1F | 4% | 2% | -16%
Cc1ccc(NC(=O)[C@H](CC(C)C)NC(=O)[C@@H]2Cc3ccccc3CN2)cc1 | -3% | 7% | 1%
COc1ccc(CC(=O)N2CC(=O)Nc3ccc(Br)cc3C2c2ccc(F)cc2)cc1OC (centres undefined) | 16µM* | ? | -1%
CC(C)(C)NC(=O)CSC(=Nc1ccccc1F)NC#N | ? | 16µM* | -3%
CCNc1ncc2nc(-c3cccs3)c(=O)n(CCc3ccccc3)c2n1 | ? | ? | -8%
O=C(CSc1oc(-c2ccco2)nc1S(=O)(=O)c1ccc(Br)cc1)c1ccc(Cl)cc1 | ? | ? | 1%
O=C(C1CCCN(S(=O)(=O)c2ccc(Cl)cc2)C1)N(Cc1cccs1)C1CC1 (centres undefined) | ? | 18µM* | -9%
O=C(Cn1c(=O)oc2ccccc21)N1CCOCC1 | -9% | -5% | -4%
COc1ccc(-c2[nH]ncc2C(=O)NCc2cccc(Cl)c2)cc1 | 4% | ? | 1%
CCC(C(=O)NC1CCC(C)CC1)n1nc(C)c2sc3ccccc3c2c1=O (centres undefined) | 15µM* | 15µM* | -1%
Cc1ccc(CNC(=O)Cn2c(=O)n(-c3ccccc3)c(=O)c3c2c2cc(C)ccc2n3C)cc1 | -2% | 2% | -2%
Cc1ccc(NS(=O)(=O)c2cc3c4c(cccc4c2)C(=O)NC3=O)cc1C | 6.5µM* | 8.2µM* | -5%
O=C(NCc1cccnc1)c1ccccn1 | -9% | 1% | 2%
COc1ccc(CNC(=O)C2Cc3c(-c4cccc(C(C)=O)c4)ccnc3O2)cc1OC (centres undefined) | ? | ? | .
COc1ccc([C@H]2CC(=O)C=C(c3ccc4c(c3)OCO4)C2)cc1OC | ? | ? | -4%
Cc1oc2cc3oc(=O)c(CCC(=O)NCCCC(=O)O)c(C)c3cc2c1C | -20% | 0% | -11%
CN1CCN(NC(=O)CN(C)S(=O)(=O)c2cc(Cl)ccc2Cl)CC1 | 3% | -1% | -9%
Cc1ccc2nc(C3CCCN(C(=S)Nc4cccc(C)c4C)C3)[nH]c2c1 (centres undefined) | ? | 18µM* | -3%
CCc1cccc(C)c1NC(=O)c1ccc(CN2CCc3ccccc3C2)cc1 | ? | ? | 0%
CN(C(=O)CO/N=C/c1ccc(Cl)cc1)c1ccccc1 | -18% | -25% | -1%
N#CCSc1nnc(COc2cccc3ccccc23)n1-c1ccccc1 | 16µM* | 21µM* | -9%
CC(C)NC(=O)c1ccc(S(=O)(=O)N(C)C)cc1 | -1% | 5% | 16%
Cn1c(-c2ccc(N)cc2)nc2ccccc21 | 7%&-18% | 7%&1% | -3%
CC(C)NC(=O)NC(=O)CSc1nnc(COc2ccccc2Cl)o1 | -14% | -18% | 5%
Cc1ccc(-n2cc(C(=O)c3ccc4ccccc4c3O)cn2)cc1 | -17% | -25% | -6%
O=C1c2ccccc2-c2c1cccc2C(=O)N1CCOCC1 | 10% | -9% | 3%
NC(=O)Nc1ccc2c(c1)OCCO2 | -9% | -3% | -4%
Cc1cccc(NC(=O)c2cccc(NS(=O)(=O)c3ccc(Cl)cc3)c2)c1 | -15% | -26% | -24%
O=C(Nc1ccccc1)OCC(CN1CCCCC1)OC(=O)Nc1ccccc1 (centres undefined) | ? | ? | -9%&-4%
FC(F)(F)c1cc(Cl)c2nnc(-c3cccnc3)n2c1 | -10% | -8% | -1%
COC(=O)c1ccccc1NC(=O)CN(CCc1ccccc1)S(C)(=O)=O | -14% | ? | .
CCCS(=O)(=O)N1CCCC(C(=O)Nc2ccc3c(c2)CCC3)C1 (centres undefined) | ? | -14% | -1%
CC(C)CN1CCC2(CC1)CCN(C(=O)c1cc(C(F)(F)F)cc(C(F)(F)F)c1)CC2 | 2% | -2% | 0%

# Complete entries from above:
# Profile of `CC(C)NC(=O)NC(=O)CSc1nnc(COc2ccccc2Cl)o1` → TDP1 cell CPT: -14%; TDP1 cell noCPT: -18%; GCN5L2 inh: 5%
# Profile of `CC(C)CN1CCC2(CC1)CCN(C(=O)c1cc(C(F)(F)F)cc(C(F)(F)F)c1)CC2` → TDP1 cell CPT: 2%; TDP1 cell noCPT: -2%; GCN5L2 inh: 0%
# Profile of `O=C1c2ccccc2-c2c1cccc2C(=O)N1CCOCC1` → TDP1 cell CPT: 10%; TDP1 cell noCPT: -9%; GCN5L2 inh: 3%

# The main list resumes, repeating the 2 entries before the break.
Molecule | TDP1 cell CPT | TDP1 cell noCPT | GCN5L2 inh
CCCS(=O)(=O)N1CCCC(C(=O)Nc2ccc3c(c2)CCC3)C1 (centres undefined) | ? | -14% | -1%
CC(C)CN1CCC2(CC1)CCN(C(=O)c1cc(C(F)(F)F)cc(C(F)(F)F)c1)CC2 | 2% | -2% | 0%
CCc1ccc(/C=C2/SC(N3CCOCC3)=NC2=O)cc1 | 4% | ? | -4%
CCn1c(CSc2nnc(-c3ccc4c(c3)OCO4)o2)nc2cc(S(=O)(=O)N(C)C)ccc21 | ? | ? | -2%
CCCNc1nc2c(c(=O)[nH]c(=O)n2C)n1Cc1cccc(Br)c1 | ? | ? | 0%
CC(Oc1cccc(Cl)c1)C(=O)NNC(=O)c1cccnc1 (centres undefined) | 0% | 12% | -10%
COc1ccc(C(O)c2nc(-c3cccc4cccnc34)cs2)cc1 (centres undefined) | -14% | -24% | .
Cc1cc(NC(=O)Cn2cc([N+](=O)[O-])cn2)n(Cc2ccc(F)cc2)n1 | -3% | -8% | -13%
Cc1nn(C(C)c2nc(-c3ccccc3)no2)c(C)c1[N+](=O)[O-] (centres undefined) | -9% | -16% | -5%
COc1ccc(/C=C/C(=O)OCC(=O)Nc2ncc(Cl)cc2Cl)cc1 | -1% | ? | -16%
O=C(CCNS(=O)(=O)c1cccc2nonc12)NCCc1ccc(Cl)cc1 | -11% | ? | 2%
CC1(C)CC(=O)C=C(c2ccc(-c3cccc4c3sc3ccccc34)cc2)C1=O | ? | 18µM* | .
O=C(CSc1ncccc1C(=O)O)NC1CCCCC1 | -7% | -14% | -1%
CCCCN(C)c1c(C)nc2ccc(C(=O)N(C)Cc3ccco3)cn12 | ? | 18µM* | .
CN(C)S(=O)(=O)c1ccc(C(=O)Nc2ccccc2C(=O)O)cc1 | 0% | 4% | 0%
CCN(c1ccc(NC(=O)COC(=O)C(C)N=C2NS(=O)(=O)c3ccccc32)cc1)C(C)C (centres undefined) | 3% | -17% | -26%
Cc1nc(Nc2ccc(S(N)(=O)=O)cc2)oc1C | 2% | -6% | 0%
O=C(OCc1ccc(F)cc1)c1cc(=O)c2ccccc2o1 | -3% | 1% | 1%
COc1ccccc1C1NC(=O)NC(C)=C1C(=O)OCC1CCCCC1 (centres undefined) | -26% | ? | .
O=C(Nc1cc(Sc2ccccn2)cc([N+](=O)[O-])c1)c1cccc(Cl)c1 | ? | ? | -11%
N#CC1=C(N)Oc2cc(O)c(C=Nc3ccccc3)cc2C1c1ccccc1 (centres undefined) | -18% | ? | ?
CCCCNC(=O)c1onc(CSc2ccccc2CC)c1C(=O)O | ? | ? | -11%
c1ccc(-c2nnc(N3CCN(c4ccccn4)CC3)c3ccccc23)cc1 | ? | ? | -19%
COC(=O)c1ccccc1NC(=O)c1noc2c1CCC2 | -3% | -25% | ?
Cc1ccc(-c2c(C(=O)N/N=C/C3CC=CCC3)nnn2-c2nonc2N)cc1 (centres undefined) | -3% | ? | -9%
O=C(Nc1ccc(F)cc1)c1ccc2c(=O)n3c(nc2c1)CCCCC3 | ? | 16µM* | ?
O=C(C[n+]1cccc(/C=N/O)c1)NC(=O)Nc1ccccc1 | -9% | 6% | .
CCOc1ccc(-c2nnc(SCC(=O)NCCc3ccccc3)nc2-c2ccc(OCC)cc2)cc1 | -11% | -26% | -15%
C=CCN(C(=O)CSc1nc2ccsc2c(=O)n1Cc1ccc(C(=O)O)cc1)c1ccccc1 | 2% | -1% | .
COCc1nc2sc(C)c(C)c2c(=O)[nH]1 | ? | -12% | -6%
O=C(Cc1ccc(Cl)cc1)NCCCn1ccnc1 | -3% | 1% | -14%
O=C(NCc1ccccc1)C(=O)NCC1OCCN1S(=O)(=O)c1cccs1 (centres undefined) | 0% | 3% | -1%
CCN(CC)c1ccc(NC(=O)CCCOc2cccc(C)c2)cc1 | ? | ? | -10%
CC(C)CC(NC(=O)C1CCC(=O)N1C(=O)OCc1ccccc1)C(=O)NC(Cc1ccccc1)C(N)=O (centres undefined) | -17% | ? | 1%
CC1(C)Cc2nc3sc4c(=O)n(Cc5ccccc5)cnc4c3cc2CS1 | ? | -110% | 0%
O=C(Nc1c(Cl)ccc2nsnc12)c1ccc(Br)o1 | -19% | -27% | .
CN(C(=O)CN1C(=O)S/C(=C\c2ccccc2)C1=O)C1CCS(=O)(=O)C1 (centres undefined) | 16% | -4% | -2%
CCOc1ccc(C2=Nn3c(nnc3-c3cccnc3)SC2)cc1 | 4% | -23% | -1%
